Screening data from PubChem.
PrPC TRFRET = reduces human prion protein on the cell surface | cell surface PrPC, TR-FRET read-out | inhibition, % at 13.8 µM | 0.43% of 370,000 active | AID 720596; in the data active = inhibition above about 24%; also: 0% = median of the test wells and 100% = reference compound wells
Anthrax LF inh2 = blocks Bacillus anthracis lethal factor protease; P15917; multiplex microsphere protease cleavage assay, LF; inhibition, % at 10 µM; 0.12% of 360,000 active; AID 588501; also: plate controls were buffer without enzyme for full effect and enzyme alone for no effect
BoNT A protease = blocks Botulinum neurotoxin A light chain protease. multiplex microsphere protease substrate cleavage, flow cytometry. inhibition, % at 10 µM. 0.17% of 360,000 active. AID 588499; also: plate controls were buffer without enzyme for full effect and enzyme alone for no effect
PfHsp40 yeast = rescue of PfHsp40-mediated yeast toxicity | S. cerevisiae expressing PfHsp40, growth rescue, ATP luminescence | growth rescue, % at 12.5 µM | 0.68% of 340,000 active | AID 504582; in the data active = growth rescue above about 28%, passing the limit was not always enough; inconclusive = no clear call, values can overlap the other calls;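 also: yeast W303a lacking pdr1 and pdr3 grown in galactose medium; growth measured after three days at 30 °C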
Yp Topo-I inh = Y. pestis Topo-I inhibition via cleavage products; 0.064% of 360,000 active; Y. pestis Topo-I cleavage product accumulation, plate reader; activity, % at 10 µM; in the data active = activity above about 50%, passing the limit was not always enough; inconclusive = no clear call, values can overlap the other calls; also: inactives centre near 2
BoNT F protease = inhibitors of Botulinum neurotoxin F light chain protease; 0.22% of 360,000 active; inhibition, % at 10 µM; Multiplex microsphere protease cleavage assay, flow cytometry; in the data active = inhibition above about 35%, passing the limit was not always enough; inconclusive = no clear call, values can overlap the other calls; also: plate controls were buffer without enzyme for full effect and enzyme alone for no effect
TcdB inh = inhibitors of Clostridioides difficile toxin B glycohydrolase. TcdB glycohydrolase enzymatic assay, plate reader. inhibition, % at 9.99 µM. 0.24% of 350,000 active; in the data active = inhibition above about 10%
Target sequence (P18177 whole entry, looked up): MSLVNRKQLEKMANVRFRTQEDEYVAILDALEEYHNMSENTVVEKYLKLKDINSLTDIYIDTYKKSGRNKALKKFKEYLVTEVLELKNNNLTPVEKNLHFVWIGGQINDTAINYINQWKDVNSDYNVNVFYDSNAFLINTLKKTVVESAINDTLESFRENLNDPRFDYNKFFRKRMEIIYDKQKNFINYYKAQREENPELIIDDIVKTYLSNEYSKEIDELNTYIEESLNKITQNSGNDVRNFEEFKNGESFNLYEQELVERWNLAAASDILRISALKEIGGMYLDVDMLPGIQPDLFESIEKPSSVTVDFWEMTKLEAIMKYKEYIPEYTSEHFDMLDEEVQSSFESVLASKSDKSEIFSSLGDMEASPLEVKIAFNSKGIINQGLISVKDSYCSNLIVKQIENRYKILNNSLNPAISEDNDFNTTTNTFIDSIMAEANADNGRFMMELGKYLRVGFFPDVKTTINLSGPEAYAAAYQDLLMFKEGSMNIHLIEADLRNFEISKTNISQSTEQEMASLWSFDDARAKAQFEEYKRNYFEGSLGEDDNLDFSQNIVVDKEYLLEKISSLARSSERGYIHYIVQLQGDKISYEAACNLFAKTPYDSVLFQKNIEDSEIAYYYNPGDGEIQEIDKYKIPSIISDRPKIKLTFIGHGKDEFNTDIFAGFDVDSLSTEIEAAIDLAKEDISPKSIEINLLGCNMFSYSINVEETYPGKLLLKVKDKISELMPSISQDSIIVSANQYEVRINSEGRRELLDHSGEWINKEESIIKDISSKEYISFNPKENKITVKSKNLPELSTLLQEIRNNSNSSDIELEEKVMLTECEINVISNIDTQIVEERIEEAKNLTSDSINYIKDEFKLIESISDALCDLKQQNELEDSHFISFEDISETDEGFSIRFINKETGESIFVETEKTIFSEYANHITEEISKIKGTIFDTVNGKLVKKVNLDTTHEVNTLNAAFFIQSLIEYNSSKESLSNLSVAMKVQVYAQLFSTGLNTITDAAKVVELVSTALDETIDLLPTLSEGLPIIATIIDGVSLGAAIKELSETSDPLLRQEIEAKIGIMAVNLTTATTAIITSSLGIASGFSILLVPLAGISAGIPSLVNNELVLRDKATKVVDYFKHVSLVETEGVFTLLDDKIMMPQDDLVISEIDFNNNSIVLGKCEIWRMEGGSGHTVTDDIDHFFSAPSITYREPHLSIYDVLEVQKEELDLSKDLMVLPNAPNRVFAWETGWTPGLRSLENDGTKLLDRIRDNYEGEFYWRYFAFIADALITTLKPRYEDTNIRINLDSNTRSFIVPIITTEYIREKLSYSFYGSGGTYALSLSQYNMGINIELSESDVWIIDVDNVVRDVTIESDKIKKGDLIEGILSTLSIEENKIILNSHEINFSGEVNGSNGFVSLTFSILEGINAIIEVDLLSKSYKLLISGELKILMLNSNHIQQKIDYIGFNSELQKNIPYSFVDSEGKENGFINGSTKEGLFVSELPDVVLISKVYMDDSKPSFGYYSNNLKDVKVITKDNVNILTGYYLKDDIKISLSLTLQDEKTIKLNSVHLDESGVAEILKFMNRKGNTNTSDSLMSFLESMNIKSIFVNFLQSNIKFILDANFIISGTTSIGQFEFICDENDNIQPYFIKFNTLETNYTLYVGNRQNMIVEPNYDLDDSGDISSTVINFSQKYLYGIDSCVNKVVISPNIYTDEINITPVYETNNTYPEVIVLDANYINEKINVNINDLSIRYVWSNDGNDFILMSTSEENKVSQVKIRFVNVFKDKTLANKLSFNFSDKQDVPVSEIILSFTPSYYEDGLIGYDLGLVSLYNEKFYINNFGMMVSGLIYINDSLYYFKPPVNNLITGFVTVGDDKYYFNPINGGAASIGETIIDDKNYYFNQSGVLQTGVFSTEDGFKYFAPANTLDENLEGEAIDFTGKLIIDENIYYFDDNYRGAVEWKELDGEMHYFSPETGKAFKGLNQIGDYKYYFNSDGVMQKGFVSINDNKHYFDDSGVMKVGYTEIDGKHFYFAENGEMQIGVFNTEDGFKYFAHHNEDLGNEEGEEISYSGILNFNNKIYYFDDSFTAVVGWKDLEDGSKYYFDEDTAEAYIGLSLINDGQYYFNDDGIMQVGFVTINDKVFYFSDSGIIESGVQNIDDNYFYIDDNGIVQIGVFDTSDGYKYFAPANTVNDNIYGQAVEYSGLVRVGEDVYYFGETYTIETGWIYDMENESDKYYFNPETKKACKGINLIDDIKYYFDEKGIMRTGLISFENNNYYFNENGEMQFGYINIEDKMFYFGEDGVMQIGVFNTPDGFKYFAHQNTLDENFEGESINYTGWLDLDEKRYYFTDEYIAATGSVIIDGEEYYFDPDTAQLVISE
CCHFV vOTU inh = CCHFV vOTU protease inhibition; Pep-AMC fluorescence; inhibition, % at 11.5 µM; 0.55% of 370,000 active; AID 651958; in the data active = inhibition above about 30%; also: 0% = vehicle wells with enzyme and 100% = no enzyme wells
FadD28 binding = blocks FadD28 binding to the bisubstrate probe; AID 588549; fluorescence polarization; 0.22% of 360,000 active; inhibition, % at 12.5 µM; in the data active = inhibition above about 8.5%, passing the limit was not always enough; inconclusive = no clear call, values can overlap the other calls
Starred values were filed as active, the others as inactive; ? = inconclusive; nt = not tested or not shown. Rule as the data show it, unless noted: active = inhibition above about 30%; inconclusive = no clear call, values can overlap the other calls; inactive = below that. Rows were taken by chance, and some 2.3% of all compounds hit somewhere here.

SMILES	PrPC TRFRET	Anthrax LF inh2	BoNT A protease	PfHsp40 yeast	Yp Topo-I inh	BoNT F protease	TcdB inh	CCHFV vOTU inh	FadD28 binding
COCCN(C(=O)CSc1nc2nc(C)cc(C)n2n1)c1c(N)n(Cc2ccccc2)c(=O)[nH]c1=O	4	-5	-0.1	0.2	-2	-2	1.8	-8	0.2
CCC(=O)NC(=S)Nc1cc(C(=O)O)ccc1OC	-3	4	-1.2	-1.4	4	-2	1.3	0	-0.2
CCCC1(c2ccsc2)NC(=O)NC1=O (configuration not stated)	-4	-9	-0.2	-0.3	8	-6	1.9	-8	1.2
Cc1cc(C)cc(Nc2nc3ccccc3c(=O)[nH]2)c1	10	-7	-0.8	1.2	-5	-7	0.0	1	0.3
COC(=O)C1CCN(C(=O)COC(=O)c2cccc(NS(=O)(=O)c3ccccc3)c2)CC1	2	-4	0.5	-2.2	14	?	0.2	0	0.1
CC(=O)c1cc2c(cc1NC(=O)CSc1ccc(S(=O)(=O)N(C)C)cn1)OCO2	-4	0	1.3	-0.3	32	-6	1.0	-13	-3.9
O=C(Nc1cc(Cl)cc(Cl)c1)C1CCC(=O)N1Cc1ccccc1Cl (configuration not stated)	9	-6	2.7	-0.7	-4	2	nt	-2	-6.6
CC(C)[C@@H](N)C(=O)NC[C@H]1O[C@@H](n2cnc3c(N)ncnc32)[C@H](O)[C@@H]1O	1	-3	-0.4	-0.6	3	-2	0.1	-4	4.5
CCOC(=O)c1c(N)sc2c1CCC(CC)C2 (configuration not stated)	-2	-8	-0.6	2.9	-2	-2	0.5	3	1.9
COc1ccc(CC(=O)NCc2nnc(SCC(=O)Nc3ccc(OC)cc3)n2C)cc1	0	-1	-0.2	0.4	-7	1	0.0	-1	-0.9
O=C(NCCCN1CCCC1=O)C1CCCO1 (configuration not stated)	2	3	-0.4	-0.8	-3	2	-0.1	-6	-1.8
Cc1c(NS(=O)(=O)c2ccc3c(c2)OCCO3)cccc1-c1nc2cccnc2s1	8	5	-0.1	2.1	29	1	1.3	1	-4.6
CCOC(=O)c1[nH]c(=O)[nH]c1CSc1nc(C)cc(C)n1	-2	-2	-0.2	-1.6	-12	-3	nt	7	-0.9
COc1ccc(-n2nc3ccccc3n2)cc1	4	7	3.8	0.4	10	18	nt	11	-1.8
Cc1cc(C)n2nc(SCC(N)=O)nc2n1	3	-3	0.8	-0.8	3	-7	-0.1	6	0.3
CCn1cc(CN2CCCC(CNS(=O)(=O)Cc3ccccc3)C2)cn1 (configuration not stated)	6	3	0.1	-1.3	-3	0	0.0	-5	-2.9
O=C(c1ccco1)N1CCN(S(=O)(=O)c2cccs2)CC1	0	-1	-0.3	0.7	-4	6	0.2	-11	1.5
CC(=O)Nc1ccc(S(=O)(=O)N2CCN(c3cccc(C)c3C)CC2)cc1	1	1	0.0	-0.4	-9	-1	1.6	4	-0.2
c1ccc(C2NCCn3cccc32)cc1 (configuration not stated)	-3	-2	0.0	0.9	1	-11	nt	-2	-2.1
O=C(CSc1ncc(C(F)(F)F)cc1Cl)N1CCN(S(=O)(=O)c2ccc(Cl)cc2)CC1	-4	-9	-0.5	2.4	12	-1	-0.6	18	-0.5
COc1ccc(C2C(C#N)=C(/N=C/N3CCN(C)CC3)OC3=C2C(=O)CC(C)(C)C3)cc1OC (configuration not stated)	-6	-2	0.2	0.9	-1	12	nt	2	-1.2
COc1ccc(CCNC(=O)CS(=O)(=O)c2cn(CC(=O)N3CCOCC3)c3ccccc23)cc1OC	2	nt	nt	-0.7	-5	nt	0.9	-3	-1.7
COc1ccc(C(=O)/C=C/C(=O)N(Cc2ccc(F)cc2)C(C(=O)NC2CCCCC2)c2ccncc2)c(O)c1 (configuration not stated)	nt	-3	0.7	6.7	11	-3	nt	nt	-2.9
O=C(COc1ccc(Cl)cc1)NCc1ccc(F)cc1	8	12	2.4	-0.8	3	?	0.0	6	-1.9
Cc1cccc(N(CC(=O)NCc2ccc(F)cc2)C(=O)c2ccco2)c1	-4	-2	-0.1	0.7	-2	-5	0.0	-1	-0.5
O=c1c(Cc2ccc(F)cc2)c(O)ccn1Cc1ccc(F)cc1	12	-2	0.2	0.4	6	-3	2.8	-12	1.1
Cc1ccc2ccccc2c1C(O)c1ncc(-c2cccc(F)c2)[nH]1 (configuration not stated)	7	-7	-0.2	nt	2	-2	0.7	9	0.4
COc1c(C(=O)NCCSC(C)(C)C)ccc2ccccc12	-3	-2	-0.3	2.0	21	-2	nt	-6	-3.8
CCCOC(=O)Nc1ccc(C(N)=O)cc1	-4	-1	-0.1	-0.3	3	0	nt	-3	-0.6
O=S1(=O)C=C[C@@H](COCc2ccccc2)N1Cc1ccc(Br)cc1	3	-8	-1.3	nt	nt	-18	-0.5	2	-2.4

Reprinted from the part before: 2 entries; new compounds follow.
SMILES	PrPC TRFRET	Anthrax LF inh2	BoNT A protease	PfHsp40 yeast	Yp Topo-I inh	BoNT F protease	TcdB inh	CCHFV vOTU inh	FadD28 binding
CCCOC(=O)Nc1ccc(C(N)=O)cc1	-4	-1	-0.1	-0.3	3	0	nt	-3	-0.6
O=S1(=O)C=C[C@@H](COCc2ccccc2)N1Cc1ccc(Br)cc1	3	-8	-1.3	nt	nt	-18	-0.5	2	-2.4
O=C(NC(CO)Cc1ccccc1)c1ccccc1 (configuration not stated)	-4	1	0.0	-0.5	1	4	0.8	0	-5.5
COC(=O)c1c(N)n(-c2ccc(NC(C)=O)cc2)c2nc3ccccc3nc12	-29	-3	-0.4	-0.6	-3	?	nt	-101	-1.7
Cc1ccc(C(=O)/C=C/c2ccc3c(c2)OCCO3)c(O)c1	-4	-2	0.2	-1.3	6	-3	1.9	-10	-3.2
CC1=C(C#N)C(=O)NC(=O)/C1=C\c1ccc(-c2ccc(C)cc2[N+](=O)[O-])o1	-4	2	2.5	0.1	-3	10	2.3	4	4.2
Cc1ccc2nc(-c3cccnc3)c(NC3CCCC3)n2c1	5	-2	1.5	0.6	-2	11	-2.3	8	-4.3
COCCN(C(=O)COC(=O)CC1CCCCC1)c1c(N)n(Cc2ccccc2)c(=O)[nH]c1=O	-2	1	1.0	-0.9	7	-9	0.6	24	-0.3
CCc1cccc(C)c1NC(=O)CC(C)(C)CC(=O)O	3	-1	?	1.8	-2	?	1.0	-4	-1.5
O=C(NCCCn1ccnc1)c1cc(-c2ccc(Br)cc2)on1	0	0	0.0	1.0	2	2	1.9	10	-2.0
CC(C)Cc1[nH]c(=O)c(C#N)c2c1CCCC2	1	3	-0.3	-1.3	-5	2	nt	-16	-3.1
Cc1ccc(-c2nc3c(Cl)cc(Cl)cc3c(=O)n2O)cc1	3	-13	-0.6	?	3	5	-1.3	5	-3.3
O=C(CN(CC1CCCO1)C(=O)CNS(=O)(=O)c1ccc(F)cc1)NC1CCCCC1 (configuration not stated)	0	7	1.6	1.2	-12	-11	0.6	-6	-3.3
Cc1ccc(C(=O)NCCc2n[nH]c(=S)n2C)cc1	-3	0	-0.1	0.3	1	-2	0.8	6	-0.9
CCOc1ccccc1C(=O)NCCCn1ccnc1	-3	-2	-0.5	6.3	-1	-4	nt	-4	-2.3
CC(C)C12CN3CC(C(C)C)(CN(C1)C3c1ccc3c(c1)OCO3)C2=O (configuration not stated)	4	-5	-0.6	2.2	11	-1	-3.6	8	-4.0
Cc1cc(C)c2c(c1)C(=O)/C(=C/c1ccc(C(=O)O)cc1)CC2	-7	-4	-2.3	-0.2	7	-3	1.5	16	-2.6

Some of the entries above, reformatted:
| molecule | PrPC TRFRET | Anthrax LF inh2 | BoNT A protease | PfHsp40 yeast | Yp Topo-I inh | BoNT F protease | TcdB inh | CCHFV vOTU inh | FadD28 binding |
| --- | --- | --- | --- | --- | --- | --- | --- | --- | --- |
| CCOc1ccccc1C(=O)NCCCn1ccnc1 | -3 | -2 | -0.5 | 6.3 | -1 | -4 | nt | -4 | -2.3 |
| CC(C)C12CN3CC(C(C)C)(CN(C1)C3c1ccc3c(c1)OCO3)C2=O (configuration not stated) | 4 | -5 | -0.6 | 2.2 | 11 | -1 | -3.6 | 8 | -4.0 |

The list continues:
SMILES	PrPC TRFRET	Anthrax LF inh2	BoNT A protease	PfHsp40 yeast	Yp Topo-I inh	BoNT F protease	TcdB inh	CCHFV vOTU inh	FadD28 binding
CCN(CC(=O)Nc1cc(Cl)ccc1C)C(=O)Cn1c(=O)cnc2ccccc21	5	0	3.4	-0.6	7	4	2.0	-19	-4.4
O=C1CC(C(=O)Nc2cccc3ccccc23)C2(CCCC2)O1 (configuration not stated)	-1	-3	-1.2	0.2	6	20	nt	-15	0.0
CN(CCOc1ccc(Cl)cc1)C(=O)C1CCN(C(=O)c2ccc(Cl)cc2)CC1	7	nt	nt	5.7	35	nt	-0.3	-7	-1.8
CCCCc1n[nH]c(=S)n1Cc1ccc(C)cc1	7	0	0.4	9.6	5	-2	2.8	14	-2.8
Cc1cc(C)n(CCN(C)C(=O)CCc2nnc(CCC3CCCCC3)o2)n1	-6	-2	0.1	0.9	11	6	-0.4	1	-1.9
COc1cccc(NC(=O)c2ccc(NC(=O)C(C)C)cc2)c1	-1	2	-0.3	0.7	-4	4	1.5	-1	-1.7
Cc1ccccc1C(=O)NCc1nnc(SCC(=O)N2CCN(c3ccccc3)CC2)n1C	9	0	-0.7	-0.9	2	8	nt	-3	-0.5
O=C(NCc1ccc2c(c1)OCO2)C1CCN(S(=O)(=O)N2CCCCC2)CC1	6	2	-0.1	0.8	5	3	nt	-3	-0.8
c1ccc2oc(SCc3cn4ccsc4n3)nc2c1	7	-5	-0.5	0.1	-4	-11	nt	23	-4.4
COc1ccccc1C=C1C(=O)NC(=S)NC1=O	-8	-5	-0.4	-3.2	1	-4	7.1	17	-2.2
CCn1c(SCC(=O)NCC2CCCO2)nc2c(c1=O)SCC2 (configuration not stated)	1	2	1.6	0.6	2	-2	-0.4	6	-1.4
COc1ccc(S(=O)(=O)NNC(=O)C23CC4CC(CC(C4)C2)C3)cc1	-2	-3	0.8	0.8	4	1	0.9	0	-2.9
CCc1nnc(NC(=O)c2cccc(S(=O)(=O)N3CCN(C(C)=O)CC3)c2)s1	3	-1	-2.9	0.1	-3	-3	1.3	7	-1.5
CCSc1nc2ccccc2n1CC(=O)O	1	1	-0.1	-0.9	4	-6	1.2	-9	0.0
CCn1c(SCC(=O)NCc2ccccc2)nnc1C(CO)NC(=O)c1ccccc1 (configuration not stated)	3	-2	-1.0	1.5	1	-4	0.5	3	-2.4
C(=N\Nc1ccc(-n2ccnc2)nn1)/c1ccccc1	-7	-8	0.9	-0.4	5	2	nt	4	-5.2
CN(C)c1ccc(C=c2c3ccccc3n3c2c2ccccc2[n+]3C)cc1	-102	?	?	1.8	-56	nt	-0.5	0	-5.9
CC12CCC3C(CCC4(O)CC(O)CCC34C=O)C1(O)CCC2C1=CC(=O)OC1 (configuration not stated)	0	2	0.5	-1.0	4	-1	-0.1	12	-2.9
CCNC(=O)N(C(=O)NCC)n1c(C)nnc1C	2	-1	0.2	0.1	2	4	nt	-2	-4.5
Cc1ccc(C)c(Nc2c([N+](=O)[O-])cc(C(=O)N3CC(=O)Nc4ccccc43)cc2[N+](=O)[O-])c1	-2	-4	-0.2	-0.2	30	-9	nt	7	-1.7
Cc1csc(=O)n1CC(=O)OCc1nnc(-c2ccc(Cl)cc2)o1	-1	7	0.1	0.9	3	-8	2.0	-1	0.7
COc1ccc(NS(=O)(=O)c2ccc(NC(=O)C(C)(C(F)(F)F)C(F)(F)F)cc2)nn1	-6	2	-0.5	-1.4	-8	1	nt	10	-2.1
COc1ccc(/C=N/NC(=O)CCn2cnc(-c3ccccc3)c2-c2ccccc2)cc1OC	5	-1	0.0	0.1	12	2	1.1	-8	-7.9
CCCCn1c(NCc2ccc3c(c2)OCO3)nc2ccccc21	6	-3	0.0	-0.7	4	-2	0.9	-9	0.7
O=c1[nH]c2ccc(Cl)cc2c(-c2ccccc2)c1SC(=S)N1CCOCC1	-21	-1	0.8	3.8	1	-4	nt	-8	-5.5
COc1cc(CC(=O)OCC(=O)c2ccc3c(c2)OCCO3)cc(OC)c1OC	0	1	0.1	-0.8	-2	1	nt	-5	-2.6
O=C(Nc1ccc(F)cc1)c1ccc(S(=O)(=O)NCC2CCCO2)cc1 (configuration not stated)	5	-2	1.5	0.0	0	7	nt	-1	-1.7
c1ccc(CN2CCN(c3ncnc4c3[nH]c3ccccc34)CC2)cc1	56*	-1	-0.6	-0.4	-10	-6	nt	12	-1.9
CCCn1c(C)cc(C(=O)COC(=O)c2ccc[nH]c2=O)c1C	1	-2	-0.6	-0.4	1	-2	nt	9	-1.2
